# GLD-1 TGE inh: GLD-1-TGE RNA interaction inhibition (C. elegans) | Q17339 | purified GLD-1 + fluorescein TGE RNA, fluorescence polarization | inhibition, % at 5.96 µM | hit rate 0.44% among 320,000;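 active = percent inhibition above a per-plate cutoff, the plate mean of test compounds plus 3 SD, cut at about 30% in these data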;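 also: 0% = DMSO wells with GLD-1 and probe and 100% = wells lacking GLD-1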
# Efflux pump mplx: antifungal efflux pump inhibition, Nile Red retention. inhibition, % at 10 µM. S. cerevisiae Candida pump triplex. AID 485275. hit rate 0.44% among 330,000;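 active = plate passing quality check with inhibition over a set limit, or well fluorescence over plate mean plus 4 SD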;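 also: Nile Red retained in pooled yeast measured as flow cytometry median fluorescence; 0% = buffer negative control and 100% = Enniatin B positive control; higher means more Nile Red kept so more efflux inhibition; some compounds called inactive have numbers as strong as hits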
# BCLXL inh: inhibitors of human Bcl-xL. inhibition, % at 10.9 µM. AID 2129. Q07817. hit rate 0.7% among 320,000. GST-Bcl-xL / FITC-Bim BH3 peptide fluorescence polarization;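 active = inhibition above the mean of all tested compounds plus 3 SD, cutoff set per campaign, cut at about 30% in these data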;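 also: 0% = DMSO wells and 100% = unlabeled Bim-BH3 peptide competitor; inhibitors lower millipolarization by displacing the labeled peptide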
# Target sequence (Q07817 whole entry, looked up): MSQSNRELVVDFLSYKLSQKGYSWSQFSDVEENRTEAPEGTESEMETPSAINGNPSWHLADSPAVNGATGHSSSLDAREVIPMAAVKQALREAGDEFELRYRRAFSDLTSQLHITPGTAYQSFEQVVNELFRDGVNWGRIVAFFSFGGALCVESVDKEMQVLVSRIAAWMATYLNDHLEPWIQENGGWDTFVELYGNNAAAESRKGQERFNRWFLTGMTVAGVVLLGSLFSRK
# ZTA DNA inh: blocks Epstein-Barr virus ZTA, an EBNA-1 counter-screen; P03206; ZTA-DNA binding, fluorescence polarization; inhibition, % at 11 µM; hit rate 0.15% among 320,000; in the data active = inhibition above about 33%
# Target sequence (P03206 whole entry, looked up): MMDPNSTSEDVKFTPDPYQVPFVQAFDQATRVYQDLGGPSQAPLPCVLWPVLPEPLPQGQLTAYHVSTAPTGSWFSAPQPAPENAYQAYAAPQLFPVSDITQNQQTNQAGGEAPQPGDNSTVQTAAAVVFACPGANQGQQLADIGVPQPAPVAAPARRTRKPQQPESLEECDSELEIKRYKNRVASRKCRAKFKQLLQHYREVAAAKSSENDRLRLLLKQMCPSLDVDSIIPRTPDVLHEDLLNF
# MCL1-BIM inh: inhibitors of human MCL1 binding to BIM-BH3 peptide; Q07820; GST-MCL1 / FITC-Bim-BH3 fluorescence polarization; AID 2057; inhibition, % at 10.9 µM; hit rate 0.68% among 320,000;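 active = inhibition above the mean inhibition of all tested compounds plus 3 SD, set per campaign, cut at about 40% in these data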;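 also: 0% = DMSO wells and 100% = unlabeled Bim-BH3 peptide control; higher means more loss of mP so more displacement of Bim peptide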
# Target sequence (Q07820 whole entry, looked up): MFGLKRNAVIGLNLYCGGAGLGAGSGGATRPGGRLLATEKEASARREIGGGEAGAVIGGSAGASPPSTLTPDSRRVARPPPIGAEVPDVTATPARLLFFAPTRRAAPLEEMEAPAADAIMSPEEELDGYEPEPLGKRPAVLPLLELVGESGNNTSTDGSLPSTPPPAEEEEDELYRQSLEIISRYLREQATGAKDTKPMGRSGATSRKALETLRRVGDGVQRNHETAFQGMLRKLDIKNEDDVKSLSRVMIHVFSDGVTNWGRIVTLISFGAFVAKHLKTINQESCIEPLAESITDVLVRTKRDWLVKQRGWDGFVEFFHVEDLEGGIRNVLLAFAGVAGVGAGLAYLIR
# Fam108B inh: counter-screen for RBBP9 inhibitors: inhibitors of mouse Fam108B; recombinant Fam108B, FP-Rh probe fluorescence polarization; inhibition, % at 9.51 µM; hit rate 0.33% among 300,000; AID 1947;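 active = inhibition above the screen mean inhibition plus 3 SD, computed separately per campaign, cut at about 18% in these data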;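 also: inhibitors lower polarization as less probe binds the enzyme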
# CR mimetic SO: caloric restriction mimetics inhibiting age-related superoxide in yeast; S. cerevisiae aged cells, superoxide DHE fluorescence; active compounds read low; superoxide response (% of plate mean), % at 10 µM; hit rate 0.18% among 330,000;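 active = superoxide response under a set limit, about three screen SD below normal, cut at about 65% in these data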;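 also: yeast aged for seven days with compound at 30 °C before DHE staining; 100% = average MFI of all compound-treated wells on the plate with controls excluded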
# MEX-5 binding: C. elegans MEX-5 TCR-2 RNA binding activity | MEX-5/FITC-TCR2 RNA binding, fluorescence polarization; active compounds read low | activity score (negative = inhibition of binding), % at 10 µM | hit rate 0.38% among 300,000 | AID 1832;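 active = inhibition past about -25% in most replicates, and total fluorescence under double the plate's negative control median, limit read from the data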;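 also: 0% = DMSO and -100% = 5 µM competing unlabeled TCR2 RNA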
# EBNA-1 inh: blocks EBNA-1 binding to DNA. EBNA-1 DNA binding, fluorescence polarization. inhibition, % at 14.8 µM. hit rate 0.34% among 300,000; in the data active = inhibition above about 28%
# The depositor's hits bear a star; i = inactive; x = not tested or not shown.
# Values in the order – GLD-1 TGE inh	Efflux pump mplx	BCLXL inh	ZTA DNA inh	MCL1-BIM inh	Fam108B inh	CR mimetic SO	MEX-5 binding	EBNA-1 inh
- COc1cc(OC)cc(C(=O)N2CCC(C(=O)c3ccc(F)cc3)CC2)c1
→ 11	0.1	3	7	7	0	102	0.7	-1
- CCc1cc(=O)oc2cc(OCC(=O)N3CCC(C(=O)O)CC3)ccc12
→ -2	0.1	1	-5	4	2	109	0.3	-13
- O=C(CCl)Nc1c(C(=O)Nc2ccc3c(c2)OCCO3)oc2ccccc12
→ 2	-0.1	1	-12	4	-1	94	2.7	1
- COc1cc(C(=O)NC(CCSC)C(=O)OCc2cc([N+](=O)[O-])cc3c2OCOC3)cc(OC)c1OC (configuration not stated)
→ 9	0.1	1	-13	-7	0	88	-0.4	18
- COc1ccc2cc(Br)ccc2c1CC(=O)NC(C)C
→ 2	-0.1	8	1	2	-1	104	-0.2	-4
- CCn1cc(C(=O)NC2CCCCCC2)c(=O)c2cc(S(=O)(=O)N3CCCCC3)ccc21
→ 8	0.1	0	1	5	-2	91	x	13
- O=C(Cc1cccs1)NCc1cccc(CNC(=O)Cc2cccs2)c1
→ -3	0.2	-1	3	-4	-1	104	1.4	-1
- O=C(CSc1nnc(-c2ccc(O)cc2)n1Cc1ccco1)c1cccs1
→ 1	0.2	-13	-5	-19	-6	117	-2.4	-31
- COc1ccc(N2CCN(C(CNC(=O)OCc3ccccc3)c3ccco3)CC2)cc1 (configuration not stated)
→ 4	1.6	0	-1	-3	2	112	-0.9	-4
- C=CCSc1nnc2c(n1)OC(c1ccccn1)N(C(C)=O)c1ccccc1-2 (configuration not stated)
→ 5	0.0	5	7	-2	1	106	-0.7	-1
- Cc1ccc(C2(C)NC(=O)N(CC(=O)NNC(=O)c3ccccc3F)C2=O)cc1 (configuration not stated)
→ 3	-0.1	4	-10	2	x	97	x	x
- Cc1ccccc1CSc1nc2[nH]ncc2c(=O)[nH]1
→ -1	1.0	2	-2	-6	2	120	0.8	-12
- COc1ccc(N(CN2C(=O)C3CCCCC3C2=O)C(=O)c2ccco2)cc1 (configuration not stated)
→ 5	0.0	5	-5	2	3	89	-1.9	2
- CCn1c(SCC(=O)Nc2ccc3c(c2)OCCO3)nnc1-c1ccco1
→ 1	0.0	1	-2	2	1	85	2.4	6
- Cc1ccc(SCCCn2cncn2)cc1
→ 7	0.1	4	-1	-2	-2	102	-1.7	0
- Cc1ccc(CSc2nc3c(cc2C#N)CCC3)cc1
→ 0	-0.1	5	1	4	-1	99	1.9	9
- C=CCNC(=O)COC(=O)COc1ccc(Cl)cc1C
→ -1	0.0	5	8	-2	1	86	-0.9	9
- N#Cc1ccc(NC(=O)CCc2ccc(S(=O)(=O)N3CCOCC3)cc2)cc1
→ 5	-0.1	4	-19	-1	0	i	-3.2	2
- Cc1c(CN2CCc3c([nH]c4ccccc34)C2CC(C)C)cnn1C (configuration not stated)
→ -1	0.1	5	1	-1	-1	99	1.0	-7
- CCOc1ccc(S(=O)(=O)Nc2ccccc2C(=O)N2CCOCC2)cc1
→ 1	-0.1	-2	-5	0	0	102	2.6	-1
- COc1cc(CNn2c(C)n[nH]c2=S)cc(Br)c1OCC(=O)NC(C)(C)C
→ -3	-0.1	-11	5	-23	0	100	4.3	17
- COc1ccc(CCNC(=O)c2ccc(=O)[nH]n2)cc1OC
→ 1	-0.1	5	-1	1	2	100	-0.6	1
- CCOc1ccc(C(=O)c2cccs2)cc1
→ 0	0.0	-1	7	1	1	108	-0.6	3
- CCN(CC)C(=O)Cc1cn(C)c2ccccc12
→ 2	0.0	-2	-11	-6	2	82	1.7	0
- Cc1ccccc1NC(=O)COC(=O)/C=C/c1cn(-c2ccccc2)nc1-c1cccnc1
→ -1	-0.3	-3	4	-4	-15	90	-2.7	0
- OCCC1CN(Cc2ccn[nH]2)CCN1Cc1ccc(F)c(F)c1 (configuration not stated)
→ -3	-0.1	0	15	1	2	96	0.5	10
- CC1CCCC(C)N1C(=O)COc1ccc(-c2nnco2)cc1 (configuration not stated)
→ 1	0.1	0	8	-2	-1	103	-3.1	5
- Nc1ncnc(NNC(=O)CNC(=O)c2c(F)cccc2Cl)c1[N+](=O)[O-]
→ -1	0.0	6	-6	1	-7	99	-66*	5
- CCOc1ccccc1NC(=O)C1CCN(S(=O)(=O)c2cccc3cccnc23)CC1
→ 2	-0.2	2	-6	0	4	101	2.8	-4
- COc1ccc(CN(CC2CCCO2)C(=O)CN2C(=O)C(C)Oc3ccc(C)cc32)cc1OC (configuration not stated)
→ 0	0.0	-4	-8	3	2	101	0.7	-7

# Given with tabs: entries from further up.
mol	GLD-1 TGE inh	Efflux pump mplx	BCLXL inh	ZTA DNA inh	MCL1-BIM inh	Fam108B inh	CR mimetic SO	MEX-5 binding	EBNA-1 inh
OCCC1CN(Cc2ccn[nH]2)CCN1Cc1ccc(F)c(F)c1 (configuration not stated)	-3	-0.1	0	15	1	2	96	0.5	10
CC1CCCC(C)N1C(=O)COc1ccc(-c2nnco2)cc1 (configuration not stated)	1	0.1	0	8	-2	-1	103	-3.1	5
Nc1ncnc(NNC(=O)CNC(=O)c2c(F)cccc2Cl)c1[N+](=O)[O-]	-1	0.0	6	-6	1	-7	99	-66*	5
CCOc1ccccc1NC(=O)C1CCN(S(=O)(=O)c2cccc3cccnc23)CC1	2	-0.2	2	-6	0	4	101	2.8	-4

# Ordered by SMILES length (descending): 3 of the compounds above.
# Values in the order – GLD-1 TGE inh	Efflux pump mplx	BCLXL inh	ZTA DNA inh	MCL1-BIM inh	Fam108B inh	CR mimetic SO	MEX-5 binding	EBNA-1 inh
- CCOc1ccccc1NC(=O)C1CCN(S(=O)(=O)c2cccc3cccnc23)CC1
→ 2	-0.2	2	-6	0	4	101	2.8	-4
- COc1cc(CNn2c(C)n[nH]c2=S)cc(Br)c1OCC(=O)NC(C)(C)C
→ -3	-0.1	-11	5	-23	0	100	4.3	17
- CCOc1ccc(C(=O)c2cccs2)cc1
→ 0	0.0	-1	7	1	1	108	-0.6	3

# Next section:
# Screens by letter – A = GLD-1 TGE inh; B = Efflux pump mplx; C = BCLXL inh; D = ZTA DNA inh; E = MCL1-BIM inh; F = Fam108B inh; G = CR mimetic SO; H = MEX-5 binding; I = EBNA-1 inh
COc1cc(S(=O)(=O)N2CCN(C)CC2)c(OC)cc1Br
  A: 4 | B: 0.3 | C: 4 | D: -28 | E: 9 | F: 4 | G: 106 | H: 0.9 | I: -4
Cc1cnc(NC(=O)Cc2c[nH]c3ccccc23)s1
  A: -1 | B: 0.1 | C: 4 | D: -11 | E: 0 | F: 0 | G: 119 | H: -2.7 | I: 9
Cc1noc(C)c1C(=O)Nc1sc2c(c1C(N)=O)CCC2
  A: 4 | B: -0.1 | C: -1 | D: 7 | E: 2 | F: -3 | G: 100 | H: 1.1 | I: 1
Cc1c(C(=O)OCCN2CCCCC2)oc2ccccc12
  A: -2 | B: 0.1 | C: 2 | D: 14 | E: 7 | F: -2 | G: 114 | H: -3.5 | I: 9
COc1ccc(S(=O)(=O)NC(N)=NCCc2ccccc2)cc1
  A: 0 | B: -0.2 | C: 5 | D: -17 | E: 2 | F: -2 | G: 115 | H: 2.3 | I: 4
CC(=O)NC(NC(C)=O)c1ccc(N(C)C)cc1
  A: -3 | B: 0.2 | C: -3 | D: -12 | E: -5 | F: 1 | G: 106 | H: -0.5 | I: -3
CC1(C)C(=O)Nc2ccccc2N1C(=O)COC(=O)Cc1c(F)cccc1Cl
  A: 5 | B: 0.0 | C: 8 | D: 16 | E: 3 | F: 2 | G: 101 | H: 0.2 | I: 3
N/C(=N/OCc1cccc([N+](=O)[O-])c1)c1nonc1N
  A: 4 | B: -0.2 | C: 9 | D: 0 | E: 12 | F: -1 | G: 110 | H: x | I: -2
CCn1c(=O)c2cc(C(=O)N(C)c3ccc(OC)cc3OC)sc2c2ccccc21
  A: -1 | B: -0.1 | C: 1 | D: 6 | E: 3 | F: -6 | G: 105 | H: -2.0 | I: 0
CNC(=S)N1CCc2cc(OC)c(OC)cc2C1
  A: 2 | B: 0.1 | C: -7 | D: -7 | E: -3 | F: -2 | G: 126 | H: 0.7 | I: -8
CC(OC(=O)/C=C/c1cccc(F)c1)C(=O)NC1CCCCC1C (configuration not stated)
  A: 0 | B: -0.1 | C: -1 | D: 4 | E: 0 | F: 3 | G: 92 | H: 3.3 | I: -4
O=C(O)c1cc([N+](=O)[O-])ccc1NCCc1ccccc1
  A: -6 | B: 0.0 | C: -1 | D: 2 | E: -7 | F: 2 | G: 131 | H: 0.4 | I: 3
COc1ccc(OC)c(S(=O)(=O)NCc2ccccn2)c1
  A: -6 | B: 0.1 | C: 0 | D: -2 | E: 0 | F: -1 | G: 102 | H: 0.0 | I: 4
Cc1csc2c(N3CCN(C(=O)Nc4ccccc4)CC3)ncnc12
  A: 7 | B: -0.1 | C: 7 | D: -11 | E: 5 | F: 0 | G: 98 | H: -2.7 | I: -4
CCC(C(=O)NC(CC(=O)O)c1ccc(Cl)cc1)c1ccccc1 (configuration not stated)
  A: 5 | B: 0.1 | C: -4 | D: -5 | E: -4 | F: -1 | G: 89 | H: -0.3 | I: -13
Cc1onc(-c2ccccc2)c1C(=O)NC1CCC(C)CC1 (configuration not stated)
  A: 0 | B: 0.1 | C: 1 | D: 13 | E: -1 | F: x | G: 97 | H: x | I: x
COC(=O)CNC(=O)C(Cc1c[nH]c2ccccc12)NC(=O)OC(C)(C)C (configuration not stated)
  A: 3 | B: -0.1 | C: 7 | D: -2 | E: 5 | F: 1 | G: 103 | H: -1.1 | I: -5
O=C(CN1CCN(c2ccc(F)cc2)CC1)NCc1cccs1
  A: 2 | B: 0.0 | C: 11 | D: 16 | E: 6 | F: -1 | G: 93 | H: -3.5 | I: 2
Cc1nn(-c2ccccc2)c(Cl)c1C1C(C#N)=C(N)Oc2n[nH]c(C)c21 (configuration not stated)
  A: -2 | B: 0.3 | C: 3 | D: 8 | E: 2 | F: -7 | G: 127 | H: 1.5 | I: -6
O=C(NC(=S)Nc1ccc(S(=O)(=O)N2CCCC2)cc1)C1CCC1
  A: 5 | B: -0.1 | C: 4 | D: -4 | E: 9 | F: 0 | G: 101 | H: 1.3 | I: -3
